# IDE inh: inhibits human insulin-degrading enzyme in HEK cells; P14735; FAbetaB cleavage, fluorescence polarization; inhibition, % at 5.59 µM; hit rate 0.41% among 320,000; AID 434962;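 active means percent inhibition above the average of all tested compounds plus 3 SD, set per screening campaign, cut at about 16% in these data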;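 further: IDE supplied by intact live HEK cells; FP after avidin binding of uncleaved biotin substrate so inhibition keeps polarization high; 0% = DMSO wells and 100% = 60 µM reference IDE inhibitor Ii1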
# Target sequence (P14735 whole entry, looked up): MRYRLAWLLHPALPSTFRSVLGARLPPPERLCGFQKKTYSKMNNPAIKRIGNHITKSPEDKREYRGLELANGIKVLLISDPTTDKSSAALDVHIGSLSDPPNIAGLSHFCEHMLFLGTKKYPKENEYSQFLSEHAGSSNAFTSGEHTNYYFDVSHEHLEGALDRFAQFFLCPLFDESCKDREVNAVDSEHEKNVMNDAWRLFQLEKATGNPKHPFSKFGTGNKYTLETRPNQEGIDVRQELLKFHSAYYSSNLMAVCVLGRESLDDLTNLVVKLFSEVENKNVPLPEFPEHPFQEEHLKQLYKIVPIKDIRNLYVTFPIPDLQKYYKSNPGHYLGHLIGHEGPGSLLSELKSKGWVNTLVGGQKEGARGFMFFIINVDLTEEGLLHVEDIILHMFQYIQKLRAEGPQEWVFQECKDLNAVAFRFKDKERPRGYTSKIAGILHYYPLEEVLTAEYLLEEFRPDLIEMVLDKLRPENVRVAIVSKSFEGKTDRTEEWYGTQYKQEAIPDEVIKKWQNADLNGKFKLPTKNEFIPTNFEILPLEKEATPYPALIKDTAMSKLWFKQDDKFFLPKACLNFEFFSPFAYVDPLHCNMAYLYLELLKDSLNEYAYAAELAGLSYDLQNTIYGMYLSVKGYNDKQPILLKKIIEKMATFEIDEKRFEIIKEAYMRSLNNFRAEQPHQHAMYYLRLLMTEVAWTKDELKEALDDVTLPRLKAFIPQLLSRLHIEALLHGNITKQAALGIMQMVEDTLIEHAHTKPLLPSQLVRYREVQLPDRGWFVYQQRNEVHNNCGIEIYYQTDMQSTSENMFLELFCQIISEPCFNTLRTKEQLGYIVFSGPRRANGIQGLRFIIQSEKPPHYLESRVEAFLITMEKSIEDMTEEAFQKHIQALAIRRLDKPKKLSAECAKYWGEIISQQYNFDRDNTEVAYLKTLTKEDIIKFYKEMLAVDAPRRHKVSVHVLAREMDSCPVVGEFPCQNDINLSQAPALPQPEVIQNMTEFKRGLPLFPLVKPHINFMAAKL
# MEKK2wt PB1 HTS: raises or lowers MEK5 binding to wildtype human MEKK2 PB1 domain; binding response (% of control), % at 10 µM; AID 1531; Q9Y2U5; bead flow cytometry, Alexa488-MEK5 binding to MEKK2 WT; actives lie on both sides; hit rate 1.1% among 290,000; in the data active means binding response below about 67% or above about 130%
# MEKK2mut PB1 HTS: signal of MEK5 binding to mutant human MEKK2 PB1 domain; hit rate 0.35% among 290,000; percent response, % at 10 µM; bead flow cytometry, Alexa488-MEK5 binding to MEKK2 mutant; in the data active means percent response above about 24%, passing the limit was not always enough; further: inactives centre near 1; some results filed as inactive read as strong as hits; reference of the scale not given here
# MEKK3 PB1 HTS: modulators (inhibitors or enhancers) of MEK5 binding to human MEKK3 PB1 domain; Q99759; bead-based flow cytometry, Alexa488-MEK5 binding to MEKK3; actives lie on both sides; 0 = blocked by unlabeled MEK5, 100 = vehicle; binding response (% of control), % at 10 µM; hit rate 1.4% among 290,000; AID 1529;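 active means binding response more than 3 SD above or below the average of its plate-row segment, actives on both sides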;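 further: Alexa488 bead fluorescence after subtracting the streptavidin-only scavenger bead signal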
# PfM18AAP inh: blocks P. falciparum M18 aspartyl aminopeptidase. recombinant PfM18AAP, H-Glu-NHMec fluorogenic cleavage. inhibition, % at 7.35 µM. hit rate 1.2% among 290,000;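 active means inhibition above the campaign mean inhibition over all tested compounds plus 3 SD, cut at about 28% in these data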;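 further: 0% = plate median of test compound wells and 100% = 2 mM ZnCl2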
# UBC9 SUMO inh: SUMOylation inhibition; HTRF SUMOylation assay, SAE1/SAE2 + UBC9, in vitro; inhibition, % at 35 µM; hit rate 0.36% among 290,000; AID 2006; in the data active means inhibition above about 50%, passing the limit was not always enough; further: strong numbers were not always called active
# IDE cell activ: activators of human insulin-degrading enzyme in cells | hit rate 0.073% among 340,000 | P14735 | activation, % at 5.96 µM | HEK cells, FAbeta-B cleavage, fluorescence polarization; 0% vehicle, 100% cell-free pure enzyme wells;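 active means activation above the mean of all tested compounds plus 3 SD, set per screening campaign, cut at about 17% in these data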
# NALP1 inh: inhibitors of NALP1 inflammasome in yeast | S. cerevisiae NALP1/ASC/caspase-1 growth, X-gal OD620, 72 h | inhibition, % at 10 µM | hit rate 0.61% among 280,000; in the data active means inhibition mostly above about 24%, no sharp cut-off; inactive means mostly below about 32%; further: some compounds called inactive have numbers as strong as hits
# pCIP destab: compounds decreasing mouse p/CIP protein stability | Q05BA5 | F442A p/CIP-EGFP cells, EGFP fluorescence, 16 h | decrease of EGFP signal, % at 10 µM | hit rate 0.01% among 290,000;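 active means EGFP signal decrease of at least 30% at 10 µM or well 3 SD below plate mean, unless failing retest; inactive means the rest, including hits failing retest or dose response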; further: some compounds called inactive have numbers as strong as hits; many of its hits are not listed in these tables
# Active calls of the source: *; · = not tested or not shown. These rows are one share of the data (hit frequency here may not be typical).
SMILES,IDE inh,MEKK2wt PB1 HTS,MEKK2mut PB1 HTS,MEKK3 PB1 HTS,PfM18AAP inh,UBC9 SUMO inh,IDE cell activ,NALP1 inh,pCIP destab
COc1ccc(C(=O)CCC(=O)Nc2cccnc2)cc1,5,103,0,110,-18,20,-2,-4,-11
COc1cc(/C=N/NC(=O)c2cc(C)oc2C)cc(OC)c1OC,0,106,-2,101,-5,12,-1,-2,7
COc1ccccc1N1CCN(C(=O)c2cccc(N3C(=O)C4C5C=CC(C5)C4C3=O)c2)CC1 (stereo not drawn),1,106,3,104,-1,-9,1,-1,1
CN(Cc1ccccc1)C(=O)C1CCN(S(C)(=O)=O)CC1,-1,83,-13,100,-6,11,2,12,-9
O=c1[nH]c2cc(Br)cnc2nc1/C=C(\O)c1ccc(F)cc1,26*,98,2,101,2,-6,-50,6,-56
Cc1cccc(OCCSc2nc3ccccc3n2CCC(=O)O)c1,3,97,4,98,0,-6,0,11,-2
Cc1ccc(NS(=O)(=O)c2ccc3c(c2)oc(=O)n3C)cc1,·,102,0,97,-13,8,6,15,-2
CN(C(=S)NCCN1CCOCC1)C(c1ccccc1)c1ccccc1,2,93,-1,93,0,-18,5,-2,-1
Cc1cc(C)cc(N(CC(=O)NCc2cccnc2)S(C)(=O)=O)c1,1,100,0,99,-7,27,1,21,-7
CCOC(=O)Cn1c(-c2ccccc2)nc2ccccc2c1=O,-1,99,-1,102,0,-9,5,12,-7
O=C(NCC1CCCO1)c1ccc(Cl)c(S(=O)(=O)N2CCOCC2)c1 (stereo not drawn),2,105,10,102,0,13,-4,11,-17
COc1ccc(-c2cc(CCCC(=O)NCCc3cc(OC)ccc3OC)no2)cc1,1,·,·,·,-12,0,5,-1,-7
O=C(C1CCN(S(=O)(=O)c2cccs2)CC1)N1CCN(c2ccccc2)CC1,6,94,1,101,-3,-5,1,0,-1
COCCCNC(=O)c1cc(C(=O)c2ccccc2Br)c[nH]1,2,100,-42,95,1,2,2,-44,0
NC(=O)[C@H](Cc1cc2ccccc2s1)NC(=O)[C@@H]1CC2(CC(c3cccc(NC(=O)[C@@H]4CCC(=O)N4)c3)=NO2)CN1C(=O)c1ccccc1 (stereo partly drawn),0,85,-8,71,3,1,-5,17,7
Cc1nn(C)cc1S(=O)(=O)Nc1ccc(F)c(F)c1,5,98,0,98,5,-2,4,-24,-8
CNC(=S)/N=C/NOCc1ccc(Cl)cc1Cl,7,94,-2,96,-4,-3,4,16,-15
CCc1nnc(NC(=O)CSc2nnc3c(n2)[nH]c2ccccc23)s1,-3,82,-7,91,-5,-8,3,4,0
COC(OC)c1ccc(C#N)c(SCc2ccccc2)n1,4,97,-6,95,-3,3,·,20,0
CC(=O)C1=C(O)C(=O)N(CCCn2ccnc2)C1c1ccc(Cl)cc1 (stereo not drawn),2,105,4,105,6,0,-2,0,-4

# The closing 4 compounds of the section above come first, to join the parts.
SMILES,IDE inh,MEKK2wt PB1 HTS,MEKK2mut PB1 HTS,MEKK3 PB1 HTS,PfM18AAP inh,UBC9 SUMO inh,IDE cell activ,NALP1 inh,pCIP destab
CNC(=S)/N=C/NOCc1ccc(Cl)cc1Cl,7,94,-2,96,-4,-3,4,16,-15
CCc1nnc(NC(=O)CSc2nnc3c(n2)[nH]c2ccccc23)s1,-3,82,-7,91,-5,-8,3,4,0
COC(OC)c1ccc(C#N)c(SCc2ccccc2)n1,4,97,-6,95,-3,3,·,20,0
CC(=O)C1=C(O)C(=O)N(CCCn2ccnc2)C1c1ccc(Cl)cc1 (stereo not drawn),2,105,4,105,6,0,-2,0,-4
Cc1ccc(Cn2ncc3c(NCCN(C)C)ncnc32)cc1,4,103,6,104,-3,-6,-1,15,-9
Cc1ccc(S(=O)(=O)N2CCN(CC(=O)N/N=C/c3ccco3)CC2)cc1,-1,103,-1,117,4,-4,7,29,-3
CC1CCCCC1NC(=O)/C(C#N)=C/c1ccc2c(c1)OCCO2 (stereo not drawn),3,99,-2,98,10,11,·,26,-6
CN1C(=O)c2ccc(NC(=O)c3c(C(=O)O)cccc3[N+](=O)[O-])cc2C1=O,-5,102,12,100,1,12,2,20,-6
CCOC(=O)C1(Cc2cccc(OC)c2)CCN(Cc2cccc3c2OCO3)CC1,9,113,11,104,-13,7,-3,18,-2
COC(=O)c1ccccc1-c1ccc(C=O)o1,-1,95,-4,98,-8,7,3,6,-9
COc1ccc(CNC(=O)CC23CC4CC(CC(C4)C2)C3)cc1,1,95,-7,94,3,-9,8,8,-17
Cc1cc(NC(=O)C2C3C(=O)N(Cc4ccc(Cl)cc4)C(C(=O)NC(C)(C)C)C34C=CC2(C)O4)no1 (stereo not drawn),-2,·,·,·,-1,-5,2,4,-4
Cc1c(NC(=S)NC(=O)C(C)(C)C)cccc1[N+](=O)[O-],-1,99,12,96,-2,-9,2,6,0
O=C(Nc1nnc(SCc2ccccc2Cl)s1)c1cccc([N+](=O)[O-])c1,7,119,17,102,-3,20,3,30,-12
CCC(=O)Nc1cccc(NC(=O)CSc2nnc(-c3ccc(NS(C)(=O)=O)cc3)n2C)c1,-2,·,·,·,-3,9,-2,7,11
Cc1cc2occ(CC(=O)NC3CCCc4ccccc43)c2cc1C (stereo not drawn),2,102,-1,104,-1,-3,5,·,-1
CC1(C)C2CCC1(CS(=O)(=O)N1CCOCC1)C(=O)C2 (stereo not drawn),7,113,6,105,-13,10,7,4,-12
COc1ccc(CCNC(=O)c2c(O)c3c([nH]c2=O)CCCC3)cc1,5,102,3,94,0,1,4,-12,-13
CCOC(=O)C1(CC2CCCCO2)CCN(Cc2cccnc2)CC1 (stereo not drawn),-2,98,6,98,3,21,8,14,0
O=C(CSc1n[nH]c(=O)n1Cc1ccco1)N1CCOCC1,0,100,-3,97,2,14,·,-9,5
CCOC(=O)c1sc2nccc(N(C)C)c2c1N=CN(C)C,2,95,-4,95,-7,22,6,16,-13
Cc1nn2c(-c3ccc(Cl)cc3)ccnc2c1-c1ccccc1,·,104,2,105,-17,-8,0,20,5
Cc1cc2nc(-c3cccc(NC(=O)c4ccc(Br)o4)c3C)oc2cc1C,8,100,0,103,1,28,-5,29,-18
CC(C)N1CCN(Cc2ccncc2)CC1CCO (stereo not drawn),-8,106,3,108,-15,7,3,-9,4
CC1(NC(=S)Nc2ccc3ccccc3c2)CCS(=O)(=O)C1 (stereo not drawn),6,97,-13,91,3,1,5,7,0
Cc1cccc(S(=O)(=O)c2c(N)n(Cc3ccco3)c3nc4ccccc4nc23)c1,15,100,7,105,-4,23,-10,1,-70
COc1ccc(C(=O)Nc2nc(N)n(-c3ccccc3)n2)cc1OC,0,105,2,98,0,25,5,3,-6
Cc1cc(NCc2ccco2)n2c(nc3ccccc32)c1C#N,4,97,5,98,12,15,-1,·,6
C=CCNC(=O)C12CCC(C)(C(=O)C1Br)C2(C)C (stereo not drawn),4,100,1,101,-1,-3,7,20,-2
O=C(CN1CCN(Cc2ccccc2)C1=O)NCc1ccc(Cl)cc1,-3,91,-36,94,4,1,0,-4,-10
COc1ccc(CN2CCNC(=O)C2CC(=O)NCCCC2CCCC2)c(F)c1 (stereo not drawn),0,126,14,104,-8,17,0,15,-12
CC(C)NC(=O)COC(=O)c1ccccc1C(=O)c1ccccc1,3,92,-4,94,-9,6,-3,10,-2
CCOC(=O)Cn1c(=O)n(CC(=O)OCC)c2ccccc21,-6,96,-4,93,6,6,1,11,-7
Cc1ccc(NC(=O)CCOc2ccccc2C)cc1C,6,105,5,101,-8,-10,3,10,10
O=C(NCc1ccco1)C1CCCN(S(=O)(=O)c2ccccc2)C1 (stereo not drawn),7,103,1,102,-9,-14,-2,-2,-12
Cc1cccc(N2C(S)=C(C#N)C(=O)NC2c2ccco2)c1 (stereo not drawn),5,81,-12,101,8,21,3,-14,-2
COc1ccc(CN2CCC(=O)N([C@H](CO)Cc3ccccc3)CC2)cc1OC,-3,104,0,101,-2,-3,-1,18,-3
O=C1c2ccccc2C(=O)N1OCc1cccc(Cl)c1,3,103,7,104,-20,-2,-1,20,2
CCCN(c1ccc(OCC)cc1)c1ncnc2nc[nH]c12,1,117,16,111,-13,-8,-4,21,-2
Cc1ccc(C(=O)NNC(=O)c2ccc(NC(=O)C(C)(C)C)cc2)cc1,4,110,8,108,3,-2,9,9,-15
CC1=NOC(=O)/C1=C\c1ccc(-c2ccc(Cl)cc2Cl)o1,·,·,·,·,15,20,-6,-5,-7
O=C(CSc1nc2ccccc2c(=O)n1-c1ccccc1)N1CCC1,8,95,-5,101,-5,-6,4,-9,6
Cc1csc(NC(=O)/C=C/c2ccc3c(c2)OCO3)n1,6,97,-1,99,-4,5,2,39,-4
O=c1cc(N2CCN(c3ccccc3)CC2)[nH]c(=O)n1Cc1ccc(F)cc1,4,115,18,117,-8,24,-2,-8,-14
O=C(Nc1cccc(F)c1)C1CCCN(S(=O)(=O)c2ccc(-n3cnnn3)cc2)C1 (stereo not drawn),2,101,4,103,3,-5,0,5,-3
CCCCN(CC)S(=O)(=O)c1ccc(C(=O)Nc2nnc(COC)o2)cc1,8,102,2,97,-7,13,-2,-12,-8
O=C(Nc1cccc2cccnc12)c1cccc2ccccc12,1,106,5,100,7,17,1,-7,2
COc1cc(/C=N/NC(=O)c2c(-c3ccccc3)noc2C)cc(OC)c1OC,7,104,-1,108,4,-4,-1,6,-3
CN(C)/C=C/C(=O)c1ccncc1,-2,103,0,107,12,2,-2,5,-9
CCCOc1ccc(/C(O)=C2/C(=O)C(=O)N(CCN(C)C)C2c2ccc(O)c(OC)c2)cc1 (stereo not drawn),·,101,5,101,12,-16,1,-3,1
COCCNC(=O)CN1CCCCCC1,4,102,1,100,-1,15,-2,16,-3
CC(Oc1ccc(F)cc1F)C(=O)NNC(=S)NCC1CCCO1 (stereo not drawn),5,96,-1,99,5,-6,5,-14,13
O=C(Nc1ccccc1C(=O)O)c1cc(S(=O)(=O)NCc2ccccc2)ccc1Cl,-4,106,0,104,3,9,-2,8,-17
COc1cc(C(=O)Nc2ccc(S(=O)(=O)N3CCCCC3C)cc2)cc(OC)c1OC (stereo not drawn),0,113,4,107,2,0,1,12,-12
Cc1cc(C(=O)Nc2cccc(C(=O)O)c2)oc1C,4,104,4,105,2,23,4,16,-1
CC(=O)c1ccc(OC(=O)CCc2ccccc2)cc1,0,107,2,98,3,-2,2,13,0
CCCCC(c1nnnn1CC1CCCO1)N1CCN(c2ccccc2)CC1 (stereo not drawn),5,114,1,124,5,-2,0,-17,4
Cc1cccc(C(=O)NC2CC3CCCC(C2)N3S(=O)(=O)c2ccccc2)c1 (stereo not drawn),-2,104,0,106,3,9,-5,10,-2
COc1ccccc1C(=O)Nc1cccc(N(C)S(C)(=O)=O)c1,-1,105,5,106,0,16,2,10,-6
Cc1nc2ccccc2nc1CN1CCN(Cc2ccc(F)c(F)c2)C(CCO)C1 (stereo not drawn),8,108,7,103,6,9,6,6,7
Cc1cc(NC(=O)C2CC(=O)N(c3cccc(C)c3C)C2)no1 (stereo not drawn),-6,94,-5,98,0,-6,1,-5,3
CCn1c(N2CCN(S(=O)(=O)c3ccccc3)CC2)nc2ccccc21,9,102,5,100,-5,-2,4,3,-2
OCC1(c2cc(C(F)(F)F)n[nH]2)CCCCC1,4,102,5,103,-5,25,2,18,-2

# Screening data deposited in PubChem BioAssay by several laboratories.
